Screening results (PubChem)
APP 5'UTR act – activators of APP 5'UTR luciferase reporter, primary screen, SH-SY5Y cells. SH-SY5Y APP 5'UTR luciferase reporter, luminescence; zero percent = DMSO vehicle wells. activation, % at 2 µM. 1% of 190,000 active. AID 1276, 2008;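 active means activation above a set limit, based on mean plus 3 SD of controls, cut at about 140% in these data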; further: values of inactives mirror those of a sister screen read the other way
FLuc inh counter – firefly luciferase enzyme inhibitors, primary screen, artefact control for luciferase-based inhibitor screens, biochemical, luminescence, ATPLite; Luciferin 4-monooxygenase (Photinus pyralis), P08659; 10 min; inhibition, % at 10 µM; 1.5% of 200,000 active; AID 1006, 2008;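 active means inhibition above about 50% when tested at 10 µM, limit read from the data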
Target sequence (P08659 whole entry, looked up): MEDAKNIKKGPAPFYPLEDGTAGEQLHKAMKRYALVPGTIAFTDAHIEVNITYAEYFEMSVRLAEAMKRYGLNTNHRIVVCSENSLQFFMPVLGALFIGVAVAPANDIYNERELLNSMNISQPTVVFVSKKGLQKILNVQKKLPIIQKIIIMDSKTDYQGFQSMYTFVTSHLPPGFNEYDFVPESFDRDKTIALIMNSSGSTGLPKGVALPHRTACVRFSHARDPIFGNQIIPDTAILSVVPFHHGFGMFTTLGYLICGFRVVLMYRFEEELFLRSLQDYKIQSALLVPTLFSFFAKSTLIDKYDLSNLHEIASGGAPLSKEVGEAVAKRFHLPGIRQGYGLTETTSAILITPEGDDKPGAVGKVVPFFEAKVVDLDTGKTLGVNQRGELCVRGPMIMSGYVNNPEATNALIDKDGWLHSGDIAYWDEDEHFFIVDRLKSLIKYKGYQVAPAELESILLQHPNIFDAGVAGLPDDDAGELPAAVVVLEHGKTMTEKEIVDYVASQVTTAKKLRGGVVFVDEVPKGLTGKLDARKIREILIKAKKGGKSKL
FLuc act counter – FLuc activators, initial screening, artefact control for FLuc-dependent activation tests, biochemical, ATPlite luminescence. Luciferin 4-monooxygenase (Photinus pyralis), P08659. ATPlite luciferase biochemical, 10 min; 0 = ATP-free wells, 1 = DMSO control. activation factor at 10 µM. 200,000 tested, under 10 active;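 active means luciferase activation factor, scaled between plate controls, of at least 2 with compound at 10 µM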
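test system = cell-free luciferase reagent | medium = PBS as buffer for the ATP substrate | dosing = test compounds dosed from 2 mM stocks in 100% DMSO | incubation = 10 min at ambient temperature | detection = luminescence measurement of luciferase light output | benchmarks = low control with PBS replacing ATP, high control enzyme plus ATP without compound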
NF-kB expr up – activators of NF-kB expression in neurons, primary screen, cell-based, HTS; 1.6% of 190,000 active; fold change at 12.5 µM; human neuronal cells, NF-kB reporter expression; hits give high values; in the data active means fold change above about 3.3
ROMK primary – ROMK potassium channel modulators, primary screen, cell-based, thallium flux, MLSMR library; ATP-sensitive inward rectifier potassium channel 1 (Homo sapiens), P48048; Tet-inducible ROMK, thallium flux fluorescence; actives lie on both sides; B-score at 10 µM; 2% of 130,000 active;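 active means signal ratio slope over the read window, or its plate-corrected B-score, at least 3 SD from the plate mean, either direction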;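 further: B-score of the F/F0 ratio slope over 7 to 12 s after thallium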
Target sequence (P48048 whole entry, looked up): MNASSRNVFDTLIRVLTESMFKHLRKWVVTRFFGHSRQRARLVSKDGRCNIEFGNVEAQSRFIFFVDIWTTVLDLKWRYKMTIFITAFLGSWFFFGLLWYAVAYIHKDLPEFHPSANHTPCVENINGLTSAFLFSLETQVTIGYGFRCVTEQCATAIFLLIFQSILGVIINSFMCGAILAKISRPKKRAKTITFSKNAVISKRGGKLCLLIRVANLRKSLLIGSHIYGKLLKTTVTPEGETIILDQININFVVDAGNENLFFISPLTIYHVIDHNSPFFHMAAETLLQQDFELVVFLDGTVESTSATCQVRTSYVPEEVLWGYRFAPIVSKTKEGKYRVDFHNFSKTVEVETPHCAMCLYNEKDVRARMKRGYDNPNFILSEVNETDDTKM
STAT1 act – STAT1 signaling activators, primary screen, cell-based, HTS, luciferase reporter; NIH 3T3 STAT1-luciferase reporter, IFN-gamma, luminescence; 100% = IFN-gamma alone, no compound; activation (% of control), % at 5.5 µM; 2.6% of 200,000 active;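 active means activation above the screen-wide mean activation plus 3 SD, cut at about 130% in these data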;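 further: raw ratio to IFN-gamma control signal so 100% means no change and 0% no light; values of inactives mirror those of a sister screen read the other way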
APP transl inh – inhibitors of APP translation via 5'UTR reporter, primary screen, APP 5'UTR luciferase, SH-SY5Y cells. SH-SY5Y APP 5'UTR-luciferase reporter, luminescence. inhibition, % at 2 µM. 0.82% of 190,000 active;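 active means inhibition above a set limit, derived from the sample mean plus 3 SD, cut at about 45% in these data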; further: values of inactives mirror those of a sister screen read the other way
STAT3 inh – IL-6 driven STAT3 reporter inhibitors, primary screen, U3A cells, luciferase, luminescence, MLSCN library | AID 862, 2007 | 0.89% of 190,000 active | inhibition, % at 5.5 µM | IL-6 STAT3-luciferase reporter; host cell line lacks STAT1;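 active means inhibition above the mean inhibition across all screened compounds plus 3 SD, cut at about 44% in these data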;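 further: 0% = DMSO only wells and 100% = 100 µM nifuroxazide control wells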
STAT3 activator – IL-6 driven STAT3 reporter potentiators, primary screen, U3A cells, luciferase, luminescence, MLSCN library; 0.91% of 190,000 active; IL-6 STAT3-luciferase reporter; 100% = signal with IL-6 EC80 alone; activation (% of control), % at 5.6 µM;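 active means activation above the screen-wide mean of compound activation plus 3 SD, cut at about 130% in these data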;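 further: 0% = background luminescence of wells with medium and substrate only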
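Material: human U3A cells carrying STAT3-luciferase construct. Measured by: reporter luminescence signal. Timing: compound 1 h, then IL-6 6 h at 37 °C.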
STAT1 blocker – STAT1 signaling inhibitors, primary screen, cell-based, HTS, luciferase reporter; NIH 3T3 STAT1-luciferase reporter, IFN-gamma, luminescence; inhibition, % at 5.5 µM; 0.35% of 200,000 active; AID 920, 2007;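 active means inhibition above a set limit, the mean inhibition across all tested compounds plus 3 SD, cut at about 34% in these data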;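 further: 0% = IFN-gamma with DMSO and 100% = IFN-gamma with 300 µM nifuroxazide; values of inactives mirror those of a sister screen read the other way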
* hit, by the source's call; x = no result given.

smiles | APP 5'UTR act | FLuc inh counter | FLuc act counter | NF-kB expr up | ROMK primary | STAT1 act | APP transl inh | STAT3 inh | STAT3 activator | STAT1 blocker
CCOC(=O)C1C(c2cccc([N+](=O)[O-])c2)C2C(=O)NN=C2CC1(C)O (stereo unspecified) | -10 | -8 | 1.1 | 1.3 | 0.9 | 103 | 10 | 0 | 102 | -4
Cc1cc(C)c(Cn2cnc(-c3ccc([N+](=O)[O-])cc3)c2)c(C)c1 | -4 | -4 | 1 | 1.1 | x | 92 | 4 | 16 | 91 | 9
COCCSc1nnc(NC(=O)CSCc2ccccc2)s1 | -6 | -6 | 1.1 | 1.1 | x | 102 | 6 | -7 | 105 | -2
Cc1ccc(C(=O)Nc2ccc3c(c2)CCC3)cc1 | 154* | 90* | 0.1 | 6.4* | -2.5 | 40 | -154 | 88* | 24 | 64*
CCN(CC)CCCN1C(=O)C(O)=C(C(=O)c2ccc(C)o2)C1c1ccc(C)o1 (stereo unspecified) | 2 | -8 | 1.1 | 1.1 | -1 | 99 | -2 | 6 | 97 | 1
CC1CCN(C(=O)c2ccc(S(=O)(=O)Cc3cc(F)ccc3F)c([N+](=O)[O-])c2)CC1 | -3 | -5 | 1.1 | 1.4 | -0.38 | 91 | 3 | 6 | 93 | 10
COc1ccc2nc(NC(=O)CSc3nnc4n3C(C)(C)Cc3ccccc3-4)sc2c1 | 21 | 1 | 1 | 1.2 | x | 103 | -21 | 3 | 101 | -3
Cc1ccc2[nH]c(=O)c(CN(Cc3cccnc3)C(=O)c3ccncc3)cc2c1 | 7 | -5 | 1.1 | 0.98 | x | 94 | -7 | 4 | 100 | 7
Cc1nc(C)c(-c2csc(Nc3ccc(F)cc3)n2)s1 | 75 | -8 | 1.1 | 1.2 | -0.5 | 142* | -75 | 5 | 106 | -47
Cc1nc(SCC(=O)NC(C)c2ccccc2)c2oc3ccccc3c2n1 (stereo unspecified) | -3 | -3 | 1 | 1.2 | x | 76 | 3 | 3 | 99 | 26
CC(C)Cn1c(N)c(C(=O)COC(=O)c2c(F)cccc2F)c(=O)n(C)c1=O | 18 | 1 | 1 | 0.8 | 0.081 | 88 | -18 | 18 | 88 | 13
COC(=O)C(O)(NC(=O)OCc1ccccc1)C(F)(F)F (stereo unspecified) | -13 | -3 | 1 | 1.2 | x | 90 | 13 | 11 | 96 | 12
CCOc1ccc(N2CC(=O)N(c3ccc(OCC)cc3)CC2=O)cc1 | -3 | 0 | 1 | 1 | -0.11 | 101 | 3 | 3 | 102 | -1
CCOc1ccc(Cn2nnc(C(=O)Nc3cc(C)cc(C)c3)c2N)cc1 | -14 | -4 | 1 | 1 | x | 104 | 14 | 15 | 92 | -5
CC(C)(C)NC(=O)C(=O)N/N=C/c1ccc(Br)cc1 | 13 | 0 | 1 | 1.4 | -0.62 | 116 | -13 | 0 | 106 | -18
O=[N+]([O-])c1ccc(C2CCCC/C2=N\OCc2cccc(F)c2)c([N+](=O)[O-])c1 (stereo unspecified) | 7 | -5 | 1.1 | 1.4 | x | 99 | -7 | 4 | 101 | 1
COCCNC(=O)C1CCN(S(=O)(=O)N2CCC3(CC2)OCCO3)CC1 | 11 | -6 | 1.1 | 1.1 | x | 105 | -11 | 3 | 101 | -5
O=C(CSc1ccc(-c2ccc(Cl)cc2)nn1)N1CCCc2ccccc21 | -5 | 4 | 1 | 0.73 | x | 104 | 4 | -2 | 104 | -4
CCOc1cc(C2C(C(=O)OC(C)C)=C(C)N=C3SCCC(=O)N32)ccc1OC(C)=O (stereo unspecified) | 6 | -8 | 1.1 | 1.1 | -0.53 | 99 | -6 | 0 | 102 | 1
Nn1c(=O)[nH]c2ccccc2c1=O | -2 | -8 | 1.1 | 1.1 | 0.04 | 100 | 2 | 8 | 98 | -1
Cc1cc(C(=O)COC(=O)c2ccc(O)cc2)c(C)n1Cc1ccco1 | 164* | 24 | 0.8 | 4.4* | 0.012 | 149* | -164 | -12 | 108 | -49
COc1ccc(CN(C)C2CCCCC2)cc1 | 11 | -7 | 1.1 | 1.1 | x | 112 | -11 | 1 | 102 | -13
Cc1nn(-c2ccccc2)c2[nH]c(=O)c(CNCc3ccc4c(c3)OCO4)cc12 | x | -2 | 1 | 0.98 | x | 98 | x | -8 | 112 | 2
CN1/C(=C\C(=O)c2cccnc2)C(C)(C)c2ccccc21 | 34 | -2 | 1 | 1.4 | -1.6 | 110 | -34 | -26 | 126 | -11
COc1cc(/C=C/C(=O)c2ccccc2O)cc(OC)c1OC | -5 | -8 | 1.1 | 1.5 | 0.0057 | 93 | 5 | -7 | 107 | 7
O=C(NNC1CC(=O)N(c2ccc(Br)cc2)C1=O)c1ccco1 (stereo unspecified) | 24 | -2 | 1 | 1.3 | 0.056 | 105 | -24 | 6 | 98 | -8
NC(=O)C(Cc1ccccc1)N1C(=O)c2ccccc2C1=O (stereo unspecified) | -5 | -6 | 1.1 | 0.96 | -0.015 | 104 | 5 | 8 | 95 | -6
CCOC(=O)c1c2ccc(OCC(=O)N/N=C/c3ccccc3C(F)(F)F)cc2n2ccccc12 | -7 | -3 | 1 | 1.2 | -1.6 | 108 | 7 | -11 | 110 | -9
COc1ccc(-n2cc(CNCCCN3CCCC3=O)c(-c3ccccc3Cl)n2)cc1 | 4 | -3 | 1 | 1 | -1.1 | 88 | -4 | 8 | 97 | 11
O=[N+]([O-])c1ccc(Sc2ccccc2Cl)nc1 | -13 | -6 | 1.1 | 1.7 | -1.2 | 99 | 13 | 12 | 94 | 1
CN(C(=O)CSc1ccccc1C(=O)O)C1CCCCC1 | 1 | -6 | 1.1 | 0.93 | x | 95 | -1 | 17 | 91 | 5
Cc1ccc(C(=O)NC(C)c2ccccc2)cc1Br (stereo unspecified) | -26 | 0 | 1 | 1.1 | -0.93 | 110 | 26 | 10 | 98 | -11
O=C(Cn1ccc([N+](=O)[O-])n1)Nc1ccccn1 | 9 | -5 | 1.1 | 1.2 | 1 | 105 | -9 | 14 | 98 | -7
COc1cccc(-c2nc(-c3ccc(NC(=O)Cc4ccccc4OC)cc3)no2)c1 | 21 | -8 | 1.1 | 0.6 | 0.11 | 104 | -21 | 14 | 90 | -4
O=C(Nc1ccc(NC(=O)C2CC2)nc1)c1cccs1 | 31 | 6 | 0.9 | 1.2 | 0.48 | 117 | -31 | 7 | 95 | -18
CN(Cc1ccccc1)C(=O)c1cc2ccccc2o1 | 7 | 3 | 1 | 1.6 | -1 | 112 | -7 | -1 | 106 | -14
Cc1ccccc1N(CC(N)=O)S(C)(=O)=O | 14 | -8 | 1.1 | 1.3 | x | 93 | -14 | 10 | 98 | 8
Cc1oc(-c2ccccc2F)nc1CS(=O)(=O)CC(=O)NCCCc1ccccc1 | -15 | -4 | 1 | 0.92 | x | 102 | 15 | 1 | 99 | -1
O=C(NCCCCNC(=O)C(F)(F)F)C(F)(F)F | 1 | 3 | 1 | 1.6 | 0.68 | 110 | -1 | 9 | 98 | -14
COc1cc2oc3ccccc3c2cc1N(CC(=O)N1CCCCC1)S(=O)(=O)c1ccc(C)cc1 | 0 | -5 | 1 | 0.57 | -4.9* | 110 | 0 | 4 | 102 | -11

Ordered by the number under APP 5'UTR act (lowest first): 6 from the list above.
Molecule	APP 5'UTR act
CCOC(=O)C1C(c2cccc([N+](=O)[O-])c2)C2C(=O)NN=C2CC1(C)O (stereo unspecified)	-10
CCOc1cc(C2C(C(=O)OC(C)C)=C(C)N=C3SCCC(=O)N32)ccc1OC(C)=O (stereo unspecified)	6
COc1ccc(CN(C)C2CCCCC2)cc1	11
COc1cccc(-c2nc(-c3ccc(NC(=O)Cc4ccccc4OC)cc3)no2)c1	21
O=C(Nc1ccc(NC(=O)C2CC2)nc1)c1cccs1	31
Cc1ccc(C(=O)Nc2ccc3c(c2)CCC3)cc1	154*

Quoted at random: two entries already listed, in no set order.
smiles | APP 5'UTR act | FLuc inh counter | FLuc act counter | NF-kB expr up | ROMK primary | STAT1 act | APP transl inh | STAT3 inh | STAT3 activator | STAT1 blocker
Cc1ccccc1N(CC(N)=O)S(C)(=O)=O | 14 | -8 | 1.1 | 1.3 | x | 93 | -14 | 10 | 98 | 8
CN(C(=O)CSc1ccccc1C(=O)O)C1CCCCC1 | 1 | -6 | 1.1 | 0.93 | x | 95 | -1 | 17 | 91 | 5

Continuation.
smiles | APP 5'UTR act | FLuc inh counter | FLuc act counter | NF-kB expr up | ROMK primary | STAT1 act | APP transl inh | STAT3 inh | STAT3 activator | STAT1 blocker
COc1cc(NS(=O)(=O)c2ccc3c(c2)n(C)c(=O)n3C)cc(OC)c1 | -15 | -9 | 1.1 | 0.87 | -0.75 | 92 | 15 | 1 | 100 | 8
CCCCCCCCNC(C)C(O)c1ccc(SC(C)C)cc1 (stereo unspecified) | -27 | -7 | 1.1 | 1 | x | 91 | 27 | -5 | 106 | 10
CCn1c2ccccc2c2cc(NC(=O)CSc3nnc(-c4cccc(F)c4)o3)ccc21 | -47 | -2 | 1 | 1.1 | 0.095 | 96 | 47* | 9 | 93 | 4
CN(C)CCCNCCCNC(=O)c1ccco1 | -6 | -5 | 1.1 | 1.1 | x | 107 | 6 | 11 | 92 | -7
CCC1=Nc2cc(C(=O)NCC3CCCO3)ccc2Sc2ccc(Br)cc21 (stereo unspecified) | -17 | 2 | 1 | 0.74 | 1.4 | 101 | 17 | -2 | 113 | -2
CCc1ccc(OCCOCC(O)CNC2CCCC2)cc1 (stereo unspecified) | 21 | -7 | 1.1 | x | -1.5 | 97 | -22 | 7 | 98 | 1
